High-throughput results (PubChem)
Lipid storage S3: qHTS Assay for Lipid Storage Modulators in Drosophila S3 Cells | Drosophila S3 cells, BODIPY lipid droplet fluorescence, 18-24 h; cells fed with added oleic acid | 320,000 tested, 0.64% active | Potency in µM for hits, for the others lipid storage change, negative = inhibition, % at the top dose, mostly 46.1 µM; active means well fitted inhibition curve with a large enough effect in the signal ratio, with a control signal flat, not every such curve was filed as active; inconclusive means small, poorly fitted or top-dose-only effect, or effect the other way, or a change in a side signal; the % refers to the signal ratio
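Drosophila S3 cells got compounds at several concentrations plus oleic acid (400 uM solution). Laser-scanning cytometry with 488 nm excitation read lipid droplets at 500-530 nm and cells at 575-640 nm. Percent activity was relative to 20 uM Triacsin C.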
Lipid storage S3 cell count max: also measured in Lipid storage S3; calls as there; cell number change, %; measured here: cell count max response;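 cells counted by Cell Tracker Red CMTPX staining in the red channel; peak over a dose series mostly up to 46.1 µM; percent activity relative to internal control wells on each plate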
Starred values were filed as active, the others as inactive; i = inactive; ? = inconclusive; . = no result given; [ ] = another dose, or the depositor's remark. On the % scale 0 is the no-effect control and ±100 the full control effect; potency means the concentration at half of the fitted maximal effect. This is a subset; rates above refer to the full screens.

Below each compound: Lipid storage S3	Lipid storage S3 cell count max
- COCCn1c(C)cc(C(=O)COC(=O)c2ccc3c(c2)NC(=O)CS3)c1C
 : ?	.
- CCC(C)Sc1ccc(-c2nc3ccc(C)cn3c2NC2CCCCC2)cc1 (stereo not given)
 : 16%	-1
- Oc1[nH]c2ccccc2c1N=Nc1nc2ccccc2s1
 : ?	.
- CCCn1c(-c2ccc(F)cc2)n[nH]c1=S
 : ?	.
- Cc1ccc(N(Cc2ccccc2)C(=O)c2cc(S(=O)(=O)N3CCOCC3)ccc2C)cc1
 : ?	.
- COc1cc(OC)c(C(=O)NCC2CCCO2)cc1OC (stereo not given)
 : 2%	10
- COc1ccccc1OCC(=O)OC/C(O)=C(\C#N)c1nc2ccccc2[nH]1
 : -12%	4
- CCN(CC)CCCn1c(=S)[nH]c2ccccc2c1=O
 : 6%	6
- Cc1cc(C(F)(F)F)nn1CC(=O)NNC(=S)Nc1ccc(Cl)cc1
 : ?	.
- CCC(=O)N1CCc2cc(S(=O)(=O)NC(Cc3ccccc3)C(=O)NC3CCCC3)ccc21 (stereo not given)
 : -15%	-15
- CCOc1ccccc1N1CC(C(=O)Nc2ccccc2N2CCCC2)CC1=O (stereo not given)
 : 22%	.
- O=C(O)c1ccc(S(=O)(=O)c2ccc(Sc3ccc(C(=O)O)c(C(=O)O)c3)cc2)cc1
 : -18%	9
- COc1ccc(CSCC(=O)NCCC(C)C)cc1
 : 5%	14
- CCCC(=O)Nc1nnc(-c2ccc3c(c2)OCCO3)o1
 : i	-24
- CCc1nnc(NC(=O)CSc2nnnn2-c2cccc(C(C)=O)c2)s1
 : 4%	-11
- CC(=O)c1cccc(N(CC(=O)NC2CCCCC2)C(=O)CCC(=O)Nc2nc(C)cs2)c1
 : ?	.
- CCOC(=O)c1c(N2CCN(c3ccccc3)CC2)cc(C)nc1C
 : -10%	6
- COc1cc(/C(C)=N/Nc2ccc(C(=O)O)cc2)cc(OC)c1OC
 : ?	.
- Cn1c(CSCc2ccc(Cl)cc2)n[nH]c1=S
 : ?	.
- COc1cccc(CNC(=O)CC2Sc3ccccc3NC2=O)c1 (stereo not given)
 : -8%	.
- COc1ccc(S(=O)(=O)Nc2ccccc2OC)cc1NC(=O)c1cc2ccccc2oc1=O
 : -9%	4
- COc1cc(CSc2nnnn2-c2ccc(C)cc2)cc(OC)c1OC
 : ?	.
- Cc1ccc(C(=O)Oc2ccccc2N2C(=O)C3CCCCC3C2=O)cc1 (stereo not given)
 : -8%	-13
- C=CCNC(=O)c1c[nH]c2ccc(S(=O)(=O)N(C)c3ccc(OCC)cc3)cc2c1=O
 : 0%	-15
- CC1(C)Cc2c(sc3ncn4c(=S)[nH]nc4c23)CO1
 : ?	.
- CN(C)S(=O)(=O)c1ccc(NC(=O)CN2C(=O)NC3(CCCC3)C2=O)cc1
 : 4%	25
- Cn1cccc1Cc1nnc(SCC(=O)N2CCc3ccccc32)n1-c1ccc(F)cc1
 : ?	.
- CC(C)c1nc2oc3c(NCC4CCCO4)ncnc3c2c2c1COC(C)(C)C2 (stereo not given)
 : 22%	6
- CCOC(=O)C1=C(COC(=O)COc2ccc(Br)cc2)NC(=O)NC1C (stereo not given)
 : 13%	14
- O=C(CCc1nnc(-c2ccc3c(c2)OCO3)o1)N(Cc1ccncc1)CC1CCCO1 (stereo not given)
 : 28%	.
- COCCCNC(=O)Cn1cc(/C=C(\C#N)C(=O)NC2CCCC2)c2ccccc21
 : ?	.
- O=C(Nc1ccncc1)C1CCC(CNS(=O)(=O)c2cccc3nsnc23)CC1 (stereo not given)
 : ?	.
- c1ccc(-c2nc3ccccc3s2)nc1
 : ?	.
- CC1(C(=O)N2CCC(CC3CC(c4ccc(Cl)cc4)=NO3)(C(=O)NCC3CCCCC3)CC2)CC1 (stereo not given)
 : ?	.
- COc1cc(C=O)ccc1OCC(=O)NC(C)(C)C
 : i	-1
- Cc1cc(=O)[nH]c(SCC(=O)Nc2ccc(F)cc2)c1C#N
 : -4%	4
- CSc1cccc(CN2CCC(Oc3ccc(C(=O)N4CCCCC4)cc3)CC2)c1
 : -12%	.
- Cc1sc(/N=C/c2c(O)ccc3ccccc23)c(C#N)c1C
 : ?	.
- Cc1ccc(C)c(OCC(=O)N(C)CC(=O)Nc2ccc(Cl)c(C(F)(F)F)c2)c1
 : 2%	-7
- O=C(CN1CCc2ccccc21)NCc1ccccc1Cl
 : 9%	-13
- O=C(c1ccccc1)c1ccc2nc(N3CCCCC3)c3nncn3c2c1
 : ?	.
- COc1ccc2nc(Nc3ccccc3)sc2c1
 : ?	.
- CCCCc1nc(SCC(=O)Nc2cc(C)on2)n[nH]1
 : ?	.
- CCN(C(=O)CN1C(=O)S/C(=C\c2cccc(OC)c2)C1=O)C1CCS(=O)(=O)C1 (stereo not given)
 : -15%	-16
- O=C(NCCCN1CCOCC1)C1CC(=O)N(C2CCCCC2)C1 (stereo not given)
 : i	-7
- CC(C)C1NC(C(=O)O)Cc2c1[nH]c1ccccc21 (stereo not given)
 : -6%	0
- COc1cccc(/C=C2/SC(=S)N(CCCC(=O)Nc3ccc(O)cc3)C2=O)c1
 : ?	.
- Cc1ncc([N+](=O)[O-])n1CCOC(=O)c1cc(Cl)cc(Cl)c1N
 : ?	.
- CCOc1ccc(C(=O)Nc2nnc(S(=O)(=O)N(C)Cc3ccco3)s2)cc1
 : -2%	-5
- COc1ccc2c(c1)cc1n2CCN=C1N
 : -8%	-1

The list continues:
Below each compound: Lipid storage S3	Lipid storage S3 cell count max
- CCn1c(SCC(=O)Nc2ccc3c(c2)oc2ccccc23)nnc1-c1ccc(N)cc1
 : ?	.
- Cc1noc(C)c1S(=O)(=O)N1CCCC(C(=O)NCc2ccccc2Cl)C1 (stereo not given)
 : ?	.
- COc1ccc(C(CNC(=O)COc2cc(C)ccc2Cl)N2CCCCC2)cc1 (stereo not given)
 : -14%[0.0737 µM]	.
- O=C(O)c1cccc(NC(=S)NC(=O)c2ccc(-c3ccc(Cl)cc3)o2)c1
 : ?	.
- COc1ccc(-c2cc(C(=O)Nc3ccc(C)c(C)c3)no2)cc1
 : ?	.
- COc1cc(NC(=O)CCNC(=O)Cn2ccc3ccccc3c2=O)cc(OC)c1OC
 : ?	.
- CC(=O)O[C@H]1c2ccccc2-c2ccccc2[C@@H]1OC(C)=O
 : 4%	-3
- O=C(Nc1cc(S(=O)(=O)Nc2ccccc2Cl)ccc1O)c1cc2c(s1)CCCC2
 : ?	.
- Cc1nc2ccc(NC(=O)COc3ccccc3)cc2s1
 : ?	.
- CCOC(=O)c1cnc2c(C)c(C)ccc2c1Nc1ccc(S(=O)(=O)Nc2ncccn2)cc1
 : -1%	2
- O=C(CSc1nnc(-c2ccccc2)o1)N1CCCC1
 : i	27
- CCOc1ccc(/C=C2\SC(=S)N(NC(=O)c3ccncc3)C2=O)cc1OC
 : -8%	11
- COc1ccc(C(=O)Nc2ccc3oc(-c4cccnc4)nc3c2)cc1OC
 : ?	.
- Cc1cc(C)c(C#N)c(SCS(=O)Cc2ccc(Cl)cc2)n1 (stereo not given)
 : ?	.
- O=C(OCC(=O)N1CCCC1)c1cncc(Br)c1
 : ?	.
- CCC(C(=O)NCC1CCCO1)N(Cc1ccc(F)cc1)C(=O)CNS(=O)(=O)c1ccccc1 (stereo not given)
 : ?	.
- Cc1ccccc1N1CCN(C(=O)c2ccccc2NC(=O)c2ccccc2C(=O)O)CC1
 : 10%	1
- COc1cccc(OC)c1C(=O)Nc1cccc(C(=O)Nc2cccc(C(=O)O)c2)c1
 : 1%	0
- S=c1[nH]nc(COc2ccccc2)n1/N=C/c1cccc(Br)c1
 : ?	.
- COc1ccccc1CNC(=O)COC(=O)c1nccnc1N
 : -10%	-9
- O=S(=O)(CCOc1ccccc1)N1CCOCC1
 : ?	.
- COc1ccc(OC)c(/C=C2\SC(=S)N(NS(=O)(=O)c3ccccc3)C2=O)c1
 : -1%	9
- O=C(NC(=S)Nc1ccc(NC(=O)c2cccs2)cc1)c1cc2ccccc2o1
 : ?	.
- COc1ccc(S(=O)(=O)N2CCN(c3ccc4nnc(-c5ccccc5)n4n3)CC2)cc1
 : ?	.
- O=C(CSc1ccc2c(c1)OCCO2)NC(=O)NC1CCCC1
 : ?	.
- COc1ccc(S(N)(=O)=O)cc1C(=O)OCCCC(=O)c1ccccc1
 : ?	.
- CC(C)Cn1c(O)c2ccc(C(=O)N=NC(=O)c3cccnc3)cc2c1O
 : 6%	6
- O=C(/C=C/c1cccc([N+](=O)[O-])c1)NCc1ccc2c(c1)OCO2
 : ?	.
- Cc1cc(C)n2nc(SCC(=O)N(C(C)C)C(C)C)nc2n1
 : 15%	-5
- O=C(NC1CCCCC1)C(c1ccco1)N(C(=O)c1csnn1)c1ccc(Cl)cc1 (stereo not given)
 : ?	.

Reformatted with the structure last: part of the list above
Lipid storage S3 | Lipid storage S3 cell count max | SMILES
15% | -5 | Cc1cc(C)n2nc(SCC(=O)N(C(C)C)C(C)C)nc2n1
? | . | O=C(NC(=S)Nc1ccc(NC(=O)c2cccs2)cc1)c1cc2ccccc2o1

Following part.
Below each compound: Lipid storage S3	Lipid storage S3 cell count max
- CC(C)(C)C1CCC(C(=O)NCCc2ccc(S(N)(=O)=O)cc2)CC1 (stereo not given)
 : ?	.
- CC(C)[C@@H](CO)NC(=O)c1ccc2c3n(nc2c1)-c1ccc(Cl)cc1CO3
 : ?	.
- CCCn1c(=O)c(C(=O)N/N=C/c2ccc(F)cc2)c(O)c2ccccc21
 : 14%	4
- CC(C)c1ccc(Nc2ncccc2C(=O)O)cc1
 : -3%	-19
- O=C(NCc1n[nH]c(=S)n1Cc1ccccc1)c1ccccc1
 : ?	.
- CC1CCN(CCCn2c(SCC(=O)NC3CCCC3)nc3ccccc3c2=O)CC1
 : i	1
- CCOC(=O)c1c(C)c(C(=O)Nc2ccc3c(c2)OCCO3)c(C)n1CC
 : ?	.
- CCCOc1ccc(C(=O)CCC(=O)OCC(=O)Nc2cccc(S(N)(=O)=O)c2)cc1
 : ?	.
- CC(C)(C)c1nc(C(C)(C)C)c(Br)c(=O)[nH]1
 : ?	.
- Cc1ccccc1NC(=S)NCC(c1cccnc1)N(C)C (stereo not given)
 : 8%	11
- CCN1C(=O)c2ccccc2Sc2ccc(C(=O)O)cc21
 : 6%	.
- COc1ccc(C(=O)N2CCN(Cc3ccc4c(c3)OCO4)CC2)cc1OC
 : ?	.
- O=C(NC1CCCCC1)c1cc(F)cc2c1OCOC2
 : 5%	11
- CCOc1ccc(/C(O)=C2/C(=O)C(=O)N(c3ccccn3)C2c2ccc(F)cc2)c(C)c1 (stereo not given)
 : 2%	-8
- CC(C)C[C@@H](CSc1ccc(Br)cc1)N1CCN(CCc2ccccc2)CCC1=O
 : 9%	7
- CCOc1ccc(N(CC(=O)NCCSCc2ccccc2Cl)S(C)(=O)=O)cc1
 : ?	.
- Cc1occc1C(=O)NC(C)C12CC3CC(CC(C3)C1)C2 (stereo not given)
 : -1%	10
- CN(C)S(=O)(=O)c1ccc(NC(=O)CN2CCN(c3ccccn3)CC2)cc1
 : ?	.

Gathered by group, the compounds so far containing two or more sulfur atoms (14)
Below each compound: Lipid storage S3	Lipid storage S3 cell count max
- O=C(O)c1ccc(S(=O)(=O)c2ccc(Sc3ccc(C(=O)O)c(C(=O)O)c3)cc2)cc1
 : -18%	9
- CCc1nnc(NC(=O)CSc2nnnn2-c2cccc(C(C)=O)c2)s1
 : 4%	-11
- Cn1c(CSCc2ccc(Cl)cc2)n[nH]c1=S
 : ?	.
- CC1(C)Cc2c(sc3ncn4c(=S)[nH]nc4c23)CO1
 : ?	.
- O=C(Nc1ccncc1)C1CCC(CNS(=O)(=O)c2cccc3nsnc23)CC1 (stereo not given)
 : ?	.
- CCN(C(=O)CN1C(=O)S/C(=C\c2cccc(OC)c2)C1=O)C1CCS(=O)(=O)C1 (stereo not given)
 : -15%	-16
- COc1cccc(/C=C2/SC(=S)N(CCCC(=O)Nc3ccc(O)cc3)C2=O)c1
 : ?	.
- CCOc1ccc(C(=O)Nc2nnc(S(=O)(=O)N(C)Cc3ccco3)s2)cc1
 : -2%	-5
- O=C(Nc1cc(S(=O)(=O)Nc2ccccc2Cl)ccc1O)c1cc2c(s1)CCCC2
 : ?	.
- CCOc1ccc(/C=C2\SC(=S)N(NC(=O)c3ccncc3)C2=O)cc1OC
 : -8%	11
- Cc1cc(C)c(C#N)c(SCS(=O)Cc2ccc(Cl)cc2)n1 (stereo not given)
 : ?	.
- COc1ccc(OC)c(/C=C2\SC(=S)N(NS(=O)(=O)c3ccccc3)C2=O)c1
 : -1%	9
- O=C(NC(=S)Nc1ccc(NC(=O)c2cccs2)cc1)c1cc2ccccc2o1
 : ?	.
- CCOc1ccc(N(CC(=O)NCCSCc2ccccc2Cl)S(C)(=O)=O)cc1
 : ?	.
